High-throughput results deposited in PubChem by several laboratories.
HSP90 refold inh: HSP90 inhibitors, primary screen, cell lysate, luminescence; 290,000 tested, 0.91% active; AID 1789, 2009; Heat shock protein HSP 90 (rabbit reticulocyte lysate; luciferase refolding); Rabbit reticulocyte lysate, luciferase refolding luminescence, 3 h; inhibition, % at 5.6 µM;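 active = inhibition above the screen-wide mean plus 3 SD, computed separately per campaign, cut at about 16% in these data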;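 also: 0% = DMSO wells and 100% = 60 µM geldanamycin wells; inhibitors lower the luminescence because luciferase stays unfolded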
HSF1 activator: HSF-1 activators, primary screen, NIH3T3-HGL cells, MG132 stress, luminescence, single point. activation, % at 9 µM. NIH3T3-HGL HSF-1 luciferase reporter, 8 h; 100% = twice DMSO control signal. AID 504408, 2011. 300,000 tested, 1.7% active;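 active = mean replicate activation of at least 50% with a set share of replicates each reaching 50%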;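 also: 0% = median of the neutral control wells and 100% = twice that signal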
aSyn 5UTR inh: MLPCN primary screen, SNCA 5' untranslated region; alpha-synuclein 5'UTR reporter, inhibitor activity; inhibition, % (tested at 7.5 µM); 300,000 tested, 0.82% active; AID 1813, 2009; in the data active = inhibition above about 60%;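 also: H4 neuroglioblastoma cells stably carrying SNCA 5'UTR luciferase fusion; 0% = DMSO wells and 100% = positive control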
KLF5 inhibitor: KLF5 expression inhibitors, primary screen, DLD-1 cells, luminescence; DLD-1 KLF5 promoter-luciferase reporter; inhibition, % at 5 µM; 290,000 tested, 0.23% active; AID 1700, 2009;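 active = inhibition above a per-plate limit of that plate's mean compound inhibition plus 3 SD, cut at about 60% in these data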;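 also: 0% = DMSO wells and 100% = LY294002 at 200 µM; higher means less KLF5 promoter-driven luciferase light; inactives centre near -14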
HIF activator: HIF pathway transcriptional activators, primary screen, cell-based, U2OS HRE-luciferase, luminescence. U2OS HRE-luciferase reporter; normalized: DMSO 0%, desferrioxamine 100%. activation, % at 7.5 µM (by protocol). 300,000 tested, 0.32% active;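 active = mean activation of at least 10% of the iron chelator positive control signal, with at least half of replicates also reaching 10%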
IEC-6 cytotox: cytotoxicity in IEC-6 intestinal epithelial cells, primary screen, cytotoxicity control for KLF5 inhibitor project, cell-based, luminescence; IEC-6 cytotoxicity, luminescence viability; inhibition, % at 5 µM; 290,000 tested, 0.78% active; in the data active = inhibition above about 22%;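 also: 0% = plate median of test compound wells and 100% = cytotoxic reference compound wells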
HSF1 inhib: HSF1 inhibitors in luciferase reporter cells, primary screen, cell-based, NIH3T3, luminescence | NIH3T3-HGL HSE-luciferase, MG132-induced, luminescence 8 h; active compounds read low | activity change, negative = inhibition, % at 7.5 µM (by protocol) | AID 2098, 2009 | 300,000 tested, 0.77% active;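 active = more than half of replicate wells show activity change below -50%, luminescence cut by over half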;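 also: luciferase reports HSF-1 transcriptional activity via heat shock element; 0% = median of DMSO wells and -100% = zero luminescence signal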
AI-2 QS mod: Vibrio harveyi AI-2 quorum sensing modulators, primary screen, JMH597 strain, luminescence/OD600 ratio; Vibrio harveyi JMH597 AI-2 luminescence/OD600 ratio, 9 h; active compounds read low; strain lacks LuxN and CqsS sensors; 0 = neutral-control median; activity change, % at 7.5 µM; 300,000 tested, 0.4% active; in the data active = activity change below about -75%, passing the limit was not always enough;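 also: luminescence divided by OD600 gain over 9 h not by final OD600 alone; inactives centre near 13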
GSK3A inh: blockers of GSK3A enzyme activity – biochemical, luminescence, cell-free homogeneous, HTS, primary screen; inhibition, % at 10 µM; 320,000 tested, 0.1% active; GSK-3 alpha kinase, ADP-Glo luminescence, 60 min; Glycogen synthase kinase-3 alpha (Homo sapiens), P49840; AID 2650, 2010;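 in the data active = inhibition above about 50%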;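 also: GST-tagged GSK-3 alpha with peptide substrate and 25 µM ATP; 0% = DMSO neutral wells and 100% = GW8510 positive control wells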
Target sequence (P49840 whole entry, looked up): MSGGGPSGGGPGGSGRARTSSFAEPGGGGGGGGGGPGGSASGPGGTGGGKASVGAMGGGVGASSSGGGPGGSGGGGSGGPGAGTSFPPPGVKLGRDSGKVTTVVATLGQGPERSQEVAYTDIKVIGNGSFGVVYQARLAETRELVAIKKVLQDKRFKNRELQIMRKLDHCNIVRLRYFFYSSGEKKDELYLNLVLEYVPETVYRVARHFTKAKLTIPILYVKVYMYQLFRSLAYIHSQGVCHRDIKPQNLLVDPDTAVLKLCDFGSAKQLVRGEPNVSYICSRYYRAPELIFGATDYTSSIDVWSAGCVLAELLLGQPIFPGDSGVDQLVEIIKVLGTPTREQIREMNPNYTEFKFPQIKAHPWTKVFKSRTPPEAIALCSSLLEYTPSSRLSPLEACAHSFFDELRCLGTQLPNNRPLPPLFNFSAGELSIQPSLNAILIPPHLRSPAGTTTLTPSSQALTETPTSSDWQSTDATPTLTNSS
GSK3beta inhib: human GSK3beta kinase inhibitors, primary screen, biochemical, cell-free homogeneous, HTS; Glycogen synthase kinase-3 beta (Homo sapiens), P49841; GST-GSK3beta kinase, ADP-Glo luminescence, 60 min; active compounds read low; activity score (negative = inhibition), % at 10 µM; 300,000 tested, 0.038% active;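 active = more than half of replicate wells score below -50%, meaning over 50% inhibition versus plate controls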;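 also: 0% = median DMSO wells and -100% = median GW8510 positive control wells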
Target sequence (P49841 whole entry, looked up): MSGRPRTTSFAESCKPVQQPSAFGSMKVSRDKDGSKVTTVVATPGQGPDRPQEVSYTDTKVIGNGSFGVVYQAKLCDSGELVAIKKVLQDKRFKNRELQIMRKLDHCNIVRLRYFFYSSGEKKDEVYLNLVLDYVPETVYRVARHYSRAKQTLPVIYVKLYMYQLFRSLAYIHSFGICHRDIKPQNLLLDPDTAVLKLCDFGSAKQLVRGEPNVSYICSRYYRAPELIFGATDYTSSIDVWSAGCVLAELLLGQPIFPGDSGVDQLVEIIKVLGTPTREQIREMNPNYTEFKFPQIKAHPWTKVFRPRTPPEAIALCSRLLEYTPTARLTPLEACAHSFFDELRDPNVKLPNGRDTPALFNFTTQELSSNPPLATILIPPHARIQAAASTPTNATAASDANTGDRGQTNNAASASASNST
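Assay system: GST-fused GSK3beta enzyme, cell-free / Medium: Tris pH 7.5 buffer with MgCl2, DTT, BSA, heparin / Also added: peptide substrate plus 25 µM ATP (final) / Compound: 10 µM single point / Timing: kinase reaction with compound 60 min at room temperature / Detection: ADP-Glo luminescence / Benchmarks: DMSO neutral wells and GW8510 at 20 µM as positive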
* hit, by the source's call; / = not tested or not shown.

SMILES	HSP90 refold inh	HSF1 activator	aSyn 5UTR inh	KLF5 inhibitor	HIF activator	IEC-6 cytotox	HSF1 inhib	AI-2 QS mod	GSK3A inh	GSK3beta inhib
Cc1nnc(N2CCCC(C(=O)NCc3ccccc3F)C2)c2nn(-c3ccccc3)c(C)c12 (centres undefined)	1	-2	-17	-12	0.6	-3	-12	3	-1	0
CCCCn1nnnc1NCc1cc(OC)c(OC)c(OC)c1	-1	-3	24	-3	-0.5	2	-1	13	0	3
O=c1c2ccccc2nnn1CSc1nnc(-c2cccnc2)n1-c1ccccc1F	-5	9	-10	-2	-0.1	-3	6	10	0	2
COc1ccccc1N/C(N)=N/c1nc(C(F)(F)F)cc(=O)[nH]1	-2	0	-4	-20	0.0	4	-1	33	-1	3
CCN(CC)S(=O)(=O)c1cccc(C(=O)NCCCN2CCOCC2)c1	2	-13	8	7	-0.1	0	-7	18	-3	-5
CCOc1ccc(-n2c(=S)sc3c(=O)[nH]c(SCC(=O)NCc4ccco4)nc32)cc1	-4	-4	-26	-24	-0.1	0	-2	26	6	9
CCC(Sc1nc(N)c(NC(=O)c2ccc(Br)o2)c(=O)[nH]1)C(=O)O (centres undefined)	2	-6	3	11	-0.4	9	-3	9	0	-1
CC(NC(=O)C1CCCN(C(=O)N(C)C)C1)c1ccccc1 (centres undefined)	-4	9	-9	-12	-0.2	-5	-5	9	-5	-4
CN(C)CCCN(C(=O)c1ccc(S(=O)(=O)N2CCOCC2)cc1)c1nc2cc3c(cc2s1)OCO3	1	-15	-10	-35	-0.2	2	-17	6	-2	0
CCOc1cccc2sc(N(CCN(CC)CC)C(=O)c3ccc(S(=O)(=O)N4CCCC4)cc3)nc12	0	-5	2	-31	-1.1	2	-9	8	-3	1
CCOc1ccc(N2CC(C(=O)Nc3ccc(S(=O)(=O)N4CCOCC4)cc3)CC2=O)cc1 (centres undefined)	-1	7	4	-26	-0.4	0	11	22	1	1
Cc1cc(C)n(CCCN2CCC(C(=O)Nc3cccc(-c4cccc(F)c4)c3)CC2)n1	2	30	22	-42	-0.6	-7	-4	8	1	-1
COc1ccc2[nH]c(=O)c(CN(C(=O)c3ccncc3)C(C)C)cc2c1	2	0	0	-39	-0.4	3	7	11	/	-5
CC[C@H]1OC(=O)[C@H](C)[C@@H](O[C@H]2C[C@@](C)(OC)[C@@H](O)[C@H](C)O2)[C@H](C)[C@@H](O[C@@H]2O[C@H](C)C[C@H](N(C)C)[C@H]2O)[C@](C)(O)C[C@@H](C)C(=NOCOCCOC)[C@H](C)[C@@H](O)[C@]1(C)O	-2	0	-26	-30	0.1	0	-3	-34	1	-2
COC(=O)c1c(NC(=O)CSc2nnnn2-c2ccc3c(c2)OCO3)sc(C)c1C	0	2	-11	7	0.1	-8	2	7	1	1
CCN(CC)S(=O)(=O)c1ccc(OC)c(NC(=O)C(C)Oc2ccc3c(C)cc(=O)oc3c2)c1 (centres undefined)	1	15	-47	11	-0.2	1	5	8	-6	4
CC(=O)Nc1ccc(N2C(=O)C3C4CC(=O)C(c5ccccc54)C3C2=O)cc1 (centres undefined)	-3	63*	17	-6	-0.2	0	24	14	-1	7
CCS(=O)(=O)N1Cc2ccccc2CC1C(=O)Nc1ccc(F)c(F)c1F (centres undefined)	-2	31	-62	-53	0.5	-3	0	21	-5	1
CC1CC(C)CN(C(=O)CCNC(=O)Cn2cnc3ccccc3c2=O)C1 (centres undefined)	-2	26	10	-7	0.0	1	-1	30	0	-4
CC(=O)NNC(=O)c1sc(=S)n(C)c1C	0	-21	7	-13	0.1	1	-9	6	-2	2
COCCNC(=O)C(C)N(c1ccc(OC)cc1)S(C)(=O)=O (centres undefined)	8	24	22	-5	-0.3	4	-4	3	-2	0
O=[N+]([O-])c1ccccc1S(=O)(=O)N1CCCC(C(F)(F)F)C1 (centres undefined)	-2	-2	22	-31	-42	4	8	0	0	0
Cc1ccc(-n2nc(C)cc2NC(=O)c2ccc(C)s2)cc1	0	5	5	-15	-0.5	-1	-3	34	2	-2
COc1ccccc1NC(=S)NC1CCCCCCCCCCC1	2	1	25	-2	-0.2	2	5	19	4	-27
O=S(=O)(Nc1ccon1)c1ccc(Br)s1	-1	-3	-6	4	-0.1	4	2	32	-5	-1

(further entries)
SMILES	HSP90 refold inh	HSF1 activator	aSyn 5UTR inh	KLF5 inhibitor	HIF activator	IEC-6 cytotox	HSF1 inhib	AI-2 QS mod	GSK3A inh	GSK3beta inhib
O=C(CN1CCNCC1)Nc1ccc(Oc2ccccc2)cc1	5	4	-54	-15	0.1	11	-4	6	-1	-1
O=c1[nH]c2ccccc2nc1C(Nc1ccccc1)c1ccccc1 (centres undefined)	1	-6	-3	4	1.4	-1	-2	4	0	-1
CC[C@H](C)[C@@H](CN[C@H](C)CNC)NCCC(c1ccccc1)c1ccccc1	-2	2	-44	-10	0.0	4	4	11	6	-1
CCOC(=O)c1c(NC(C)=O)sc2c1CCN(Cc1ccccc1)C2	-2	-9	0	-16	-0.6	-3	-7	14	-3	1
CC1=C(C(=O)c2ccccc2)C(c2ccc(O)cc2)NC(=S)N1 (centres undefined)	4	1	13	9	-0.1	9	-5	-51	-1	-2
O=C(O)c1ccc2[nH]c3c(c2c1)CSCC3	2	6	-7	-10	-0.2	-1	-3	41	6	0
CC(OC(=O)C1CCN(c2ccc(C(F)(F)F)cn2)CC1)C(=O)c1ccccc1 (centres undefined)	/	17	-4	/	0.0	/	5	16	-2	0
Cc1ccc(NS(=O)(=O)c2ccc(NC(=O)c3cccc(NC(=O)C(C)C)c3)cc2)cc1	-2	-10	-1	-2	-0.3	0	1	20	-1	0
CN(C)CCNC(=O)c1ccc2c(c1)NC(=O)c1ccccc1S2	1	11	20	-17	-29	2	0	8	1	0
O=C(c1ccc(F)cc1)C1CCN(C(=O)NCc2ccccc2)CC1	-1	/	/	-27	/	0	/	14	0	0
Cn1c(NC(=O)c2ccccc2)nc2ccccc21	6	32	-54	-119	2.7	8	3	41	1	-1
COc1ccc(CNC(=O)COC(=O)CCc2c[nH]c3ccccc23)cc1	2	-6	9	-7	-0.2	-2	-4	-31	0	0
COc1cccc2cc(C(=O)NC3CC(C)(C)NC(C)(C)C3)c(=O)oc12	4	6	-23	-11	0.0	-6	-3	23	0	2
Cc1cc(C)n(/N=C/c2c[nH]c3ccccc23)c(=O)c1C#N	0	-13	28	-16	-0.4	-3	-14	17	-2	-4
COc1ccc(-c2nc(N)ncc2Oc2ccccc2Br)c(O)c1	0	3	42	-22	0.4	0	0	0	-3	1
CS(=O)(=O)Nc1ccc(C(=O)NCc2ccc3c(c2)OCO3)cc1	0	-8	20	-12	-0.4	5	-4	23	-2	3
CC(=O)Nc1cccc(OCc2c(F)cccc2Cl)c1	-2	7	39	-6	-0.5	-3	1	14	3	0
COC(=O)C1=C(C)N(Cc2ccccc2)C(=O)N[C@H]1c1ccccc1	3	-51	22	-30	-1.6	0	-36	11	0	1
Cc1ccc(Nc2ccc(S(=O)(=O)N3CCOCC3)cc2[N+](=O)[O-])c(C)c1	0	10	-62	-23	0.1	3	19	37	-2	2
COc1ccccc1CN1CC(C(=O)N(C)CCc2nc3ccc(F)cc3[nH]2)CCC1=O (centres undefined)	-7	4	7	-24	0.1	2	6	11	1	3
COc1cccc(OC)c1NC(=O)C1CCCN1C(=O)Nc1cccc(Cl)c1 (centres undefined)	-3	9	-7	3	-0.8	-5	2	19	-1	0
Cc1c(NC(=O)c2cc3ccccc3c(=O)s2)c(=O)n(-c2ccccc2)n1C	-1	-6	0	-46	0.1	1	-2	12	-1	1
CCN1CCN(C(=O)/C=C/c2ccc(C)cc2)CC1	-2	17	-47	-20	0.9	-3	6	21	-2	4
C[n+]1cc[nH]c1SCC(=O)c1ccccc1	-2	12	-72	-138	1.6	-4	16	2	0	-4
CCOC(=O)c1cc(-c2ccc(C)cc2)n(CCC(=O)NC(C)CC)c1C (centres undefined)	-1	3	13	-7	0.0	-12	4	7	-2	3
COc1cccc(NC(=S)N2CCN(C)CC2)c1	-1	2	-3	7	3.2	0	-3	4	0	-2

Some of the entries so far, as a markdown table.
| structure | HSP90 refold inh | HSF1 activator | aSyn 5UTR inh | KLF5 inhibitor | HIF activator | IEC-6 cytotox | HSF1 inhib | AI-2 QS mod | GSK3A inh | GSK3beta inhib |
| --- | --- | --- | --- | --- | --- | --- | --- | --- | --- | --- |
| CC(=O)Nc1cccc(OCc2c(F)cccc2Cl)c1 | -2 | 7 | 39 | -6 | -0.5 | -3 | 1 | 14 | 3 | 0 |
| COC(=O)C1=C(C)N(Cc2ccccc2)C(=O)N[C@H]1c1ccccc1 | 3 | -51 | 22 | -30 | -1.6 | 0 | -36 | 11 | 0 | 1 |
| Cc1ccc(Nc2ccc(S(=O)(=O)N3CCOCC3)cc2[N+](=O)[O-])c(C)c1 | 0 | 10 | -62 | -23 | 0.1 | 3 | 19 | 37 | -2 | 2 |
| COc1ccccc1CN1CC(C(=O)N(C)CCc2nc3ccc(F)cc3[nH]2)CCC1=O (centres undefined) | -7 | 4 | 7 | -24 | 0.1 | 2 | 6 | 11 | 1 | 3 |
| COc1cccc(OC)c1NC(=O)C1CCCN1C(=O)Nc1cccc(Cl)c1 (centres undefined) | -3 | 9 | -7 | 3 | -0.8 | -5 | 2 | 19 | -1 | 0 |
| Cc1c(NC(=O)c2cc3ccccc3c(=O)s2)c(=O)n(-c2ccccc2)n1C | -1 | -6 | 0 | -46 | 0.1 | 1 | -2 | 12 | -1 | 1 |
| CCN1CCN(C(=O)/C=C/c2ccc(C)cc2)CC1 | -2 | 17 | -47 | -20 | 0.9 | -3 | 6 | 21 | -2 | 4 |
| C[n+]1cc[nH]c1SCC(=O)c1ccccc1 | -2 | 12 | -72 | -138 | 1.6 | -4 | 16 | 2 | 0 | -4 |
| CCOC(=O)c1cc(-c2ccc(C)cc2)n(CCC(=O)NC(C)CC)c1C (centres undefined) | -1 | 3 | 13 | -7 | 0.0 | -12 | 4 | 7 | -2 | 3 |
| COc1cccc(NC(=S)N2CCN(C)CC2)c1 | -1 | 2 | -3 | 7 | 3.2 | 0 | -3 | 4 | 0 | -2 |
